# GAA850 FXN act: FXN promoter activators, primary screen, cell-based, luciferase luminescence, HEK293 lucGAA850; HEK293 lucGAA850 FXN promoter luciferase reporter, 24 h; percent of 10 µM SAHA response; activation, % at 6 µM; actives 0.56% (n = 360,000); AID 540364, 2011;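 active means activation above the average of all compounds screened plus 3 SD, cutoff fixed separately per campaign, cut at about 7.5% in these data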;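 further: 0% = DMSO wells and 100% = 10 µM SAHA wells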
# NPR1 activator: GC-A stimulated cGMP production enhancers – HEK293 GC-A cells, cGMP TR-FRET, EC30 ANP, primary screen | Atrial natriuretic peptide receptor 1 (Homo sapiens), P16066 | 0% at EC30 ANP, 100% saturating ANP | activation, % at 10 µM | actives 0.14% (n = 370,000); in the data active means activation above about 40%
# Target sequence (P16066 whole entry, looked up): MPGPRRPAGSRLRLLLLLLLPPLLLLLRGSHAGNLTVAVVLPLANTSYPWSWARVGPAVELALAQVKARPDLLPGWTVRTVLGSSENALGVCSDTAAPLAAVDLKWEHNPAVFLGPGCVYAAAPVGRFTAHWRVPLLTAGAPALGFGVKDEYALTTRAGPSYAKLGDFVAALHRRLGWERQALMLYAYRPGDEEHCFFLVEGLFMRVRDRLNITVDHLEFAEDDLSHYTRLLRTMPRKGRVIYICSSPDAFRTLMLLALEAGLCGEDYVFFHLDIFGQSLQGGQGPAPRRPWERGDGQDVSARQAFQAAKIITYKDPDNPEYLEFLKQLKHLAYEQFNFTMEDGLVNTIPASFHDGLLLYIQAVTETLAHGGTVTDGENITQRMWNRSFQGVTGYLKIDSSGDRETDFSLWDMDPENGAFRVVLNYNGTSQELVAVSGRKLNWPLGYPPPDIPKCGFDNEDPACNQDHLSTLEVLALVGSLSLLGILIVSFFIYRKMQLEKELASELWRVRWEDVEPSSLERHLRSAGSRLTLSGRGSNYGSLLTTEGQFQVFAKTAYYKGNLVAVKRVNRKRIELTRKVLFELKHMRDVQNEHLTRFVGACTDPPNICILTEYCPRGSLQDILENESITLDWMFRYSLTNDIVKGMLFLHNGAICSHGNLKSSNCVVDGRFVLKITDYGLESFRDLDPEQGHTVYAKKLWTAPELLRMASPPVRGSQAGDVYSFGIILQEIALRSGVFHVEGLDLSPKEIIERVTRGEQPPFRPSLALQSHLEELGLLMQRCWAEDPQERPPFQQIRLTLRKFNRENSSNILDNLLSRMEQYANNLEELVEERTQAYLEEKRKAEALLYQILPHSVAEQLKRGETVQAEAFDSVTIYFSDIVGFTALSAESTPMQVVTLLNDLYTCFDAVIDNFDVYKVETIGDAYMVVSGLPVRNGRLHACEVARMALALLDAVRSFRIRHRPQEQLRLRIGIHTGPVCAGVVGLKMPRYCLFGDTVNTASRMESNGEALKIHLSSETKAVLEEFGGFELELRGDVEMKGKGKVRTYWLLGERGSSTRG
# ssDAF12 agonist: S. stercoralis DAF-12 nuclear receptor activators, primary screen, cell-based, luminescence, HEK293, GRIP1 co-expression, lit1-tk-luc; actives 1% (n = 370,000); HEK293 ssDAF-12/GRIP1 lit1-tk-luc reporter; % of 3 µM dafachronic acid response; activation, % at 6.8 µM;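 active means activation above the mean over all tested compounds plus 3 SD, cut at about 0.9% in these data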;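 further: 0% = DMSO-only wells and 100% = 3 µM delta7-dafachronic acid wells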
# SMARCA2 act: SMARCA2 (BRM) function activators, primary screen, cell-based, luminescence, high throughput | MG213 cells, MMTV-luciferase reporter, dexamethasone, overnight | activation, % at 9.1 µM | actives 1% (n = 370,000); in the data active means activation above about 7.8%;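 further: 0% = vehicle wells and 100% = reference activator wells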
# hcDAF-12 act: H. contortus DAF-12 nuclear receptor activators, primary screen, cell-based, luminescence, HEK293, lit1-tk-luc reporter; actives 1.4% (n = 370,000); HEK293 hcDAF-12 lit1-tk-luc reporter; 0% DMSO, 100% Δ7-dafachronic acid; activation, % at 6.8 µM; AID 652067, 2013;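 active means activation above the mean of all tested compounds plus 3 SD, cut at about 5.5% in these data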;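 further: 100% = response to 3 µM Δ7-dafachronic acid high control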
# DAX1 inh-1: DAX1 (NR0B1) inhibitors on StAR promoter, primary screen, cell-based, luminescence, SF-1 (NR5A1), full-length DAX-1. HEK293T StAR-luciferase reporter, SF-1/DAX-1 repression relief. inhibition, % at 6.8 µM. actives 1.1% (n = 370,000). AID 652010, 2013;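 active means inhibition above the mean over all tested compounds plus 3 SD, cut at about 3.6% in these data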;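 further: 0% = DAX-1 cells with DMSO and 100% = cells lacking DAX-1 with DMSO; higher inhibition means more luminescence from relief of DAX-1 repression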
# PG9 Ab binder: binders of HIV-1 gp120 antibody PG9, primary screen, biochemical, TR-FRET | AID 624416, 2012 | actives 0.43% (n = 360,000) | TR-FRET gp120-PG9 antibody binding | HIV-1 gp120 / PG9 antibody interaction | inhibition, % at 6.7 µM; in the data active means inhibition above about 8.5%
# DAX1 inh-2: DAX1 (NR0B1) inhibitors, primary screen, cell-based, HEK293, Gal4-DAX1, luciferase luminescence | Nuclear receptor subfamily 0 group B member 1 (Homo sapiens), P51843 | HEK293 Gal4-DAX1 luciferase reporter | inhibition, % at 6.75 µM | actives 0.99% (n = 340,000) | AID 504766, 2011;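 active means inhibition above the mean over all tested compounds plus 3 SD, cut at about 4.2% in these data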;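 further: 0% = DAX1-transfected cells with DMSO and 100% = empty-vector control cells with DMSO; inhibition shows as a rise in luminescence from relieved DAX1 repression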
# hgDAF-12 ag: H. glycines DAF-12 receptor agonists, primary screen, cell-based, luminescence, HEK293, GAL4 fusion, UAS-luciferase; actives 1.8% (n = 370,000); activation, % at 6.8 µM; HEK293 GAL4-hgDAF12 UAS-luciferase reporter, agonist luminescence; normalized to butyrate control;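 active means activation above a cutoff set at the mean of all screened compounds plus 3 SD, cut at about 10% in these data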;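 further: 0% = DMSO wells and 100% = sodium butyrate wells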
# ADAM10 inh: human ADAM10 inhibitors, primary screen, biochemical, QFRET, HTS. Disintegrin and metalloproteinase domain-containing protein 10 (Homo sapiens), O14672. recombinant ADAM10, EDANS/DABCYL FRET peptide cleavage, 3 h. inhibition, % at 7 µM. actives 0.62% (n = 370,000);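 active means inhibition above a per-campaign cutoff equal to the mean of compounds falling between control-based bounds plus 3 SD, cut at about 20% in these data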;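 further: 0% = DMSO wells while the 100% control is not disclosed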
# ADAM17 inh: ADAM17 inhibitors, primary screen, biochemical, QFRET; Disintegrin and metalloproteinase domain-containing protein 17 (Homo sapiens), P78536; recombinant ADAM17, EDANS/DABCYL FRET peptide cleavage; inhibition, % at 6.95 µM; actives 0.83% (n = 370,000); AID 720648, 2013;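 active means inhibition above the mean of compounds lying between control limits plus 3 SD, set per campaign, cut at about 8.5% in these data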;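 further: 0% = DMSO-only wells as the low control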
# * marks the source's active call; other numbers are inactive results; nt = not tested or not shown.
SMILES,GAA850 FXN act,NPR1 activator,ssDAF12 agonist,SMARCA2 act,hcDAF-12 act,DAX1 inh-1,PG9 Ab binder,DAX1 inh-2,hgDAF-12 ag,ADAM10 inh,ADAM17 inh
C/C=C/C(=O)N1c2ccccc2C(C)=CC1(C)C,-0.4,-8,-0.6,-3,-0.5,0.0,-1.9,-0.4,2.0,-3,1
COc1ccccc1CNC(=O)CCC(=O)n1ncc2cc(C)ccc21,1.4,-2,-0.9,0,0.8,1.1,1.3,0.7,1.6,5,-2
COc1cc(-c2nc(S(=O)(=O)c3ccc(C)cc3)c(N(C)C)o2)cc(OC)c1OC,2.1,2,-0.8,-3,0.2,-0.5,-0.8,0.5,4.4,-8,-6
COc1ccc(S(=O)(=O)N(C)c2ccc(C(=O)N3CCOCC3)cc2)cc1OC,2.2,0,-1.6,-1,2.1,-1.1,1.6,0.1,-2.5,-11,4
NNC(=O)Cn1c(-c2nonc2N)nc2ccccc21,1.9,5,-0.6,-2,1.8,-0.3,-1.9,0.7,3.4,0,3
Nc1ccc(C(=O)OCCCc2nc3cc4ccccc4cc3[nH]2)cc1,-4.6,-2,-1.9,2,-1.2,-1.6,0.7,-3.6,-4.9,2,0
c1n[nH]c(NCc2ccc3c(c2)OCO3)n1,0.8,0,-1.1,-1,1.3,-0.2,0.3,0.4,2.5,-9,-5
C=CCNc1nc(N2CCCC2)nc2ccccc12,3.1,6,-1.4,2,-2.3,-1.3,-1.3,0.9,-2.4,-50,-20
Cc1nc2nc(Cc3ccccc3)[nH]n2c(=O)c1Cc1ccccc1,-0.1,-1,-0.9,2,-1.9,-0.8,-1.7,0.7,-1.3,3,-4
CS(=O)(=O)c1ccc(-c2sc3ccccc3c2C(=O)NCCCN2CCOCC2)cc1,-0.5,2,-1.2,0,-2.6,0.0,-1.1,-0.5,0.5,-16,-7

# 9 of the compounds above, with two lines to a compound:
# Values run as follows: GAA850 FXN act	NPR1 activator	ssDAF12 agonist	SMARCA2 act	hcDAF-12 act	DAX1 inh-1	PG9 Ab binder	DAX1 inh-2	hgDAF-12 ag	ADAM10 inh	ADAM17 inh
> COc1ccccc1CNC(=O)CCC(=O)n1ncc2cc(C)ccc21
 : 1.4	-2	-0.9	0	0.8	1.1	1.3	0.7	1.6	5	-2
> COc1cc(-c2nc(S(=O)(=O)c3ccc(C)cc3)c(N(C)C)o2)cc(OC)c1OC
 : 2.1	2	-0.8	-3	0.2	-0.5	-0.8	0.5	4.4	-8	-6
> COc1ccc(S(=O)(=O)N(C)c2ccc(C(=O)N3CCOCC3)cc2)cc1OC
 : 2.2	0	-1.6	-1	2.1	-1.1	1.6	0.1	-2.5	-11	4
> NNC(=O)Cn1c(-c2nonc2N)nc2ccccc21
 : 1.9	5	-0.6	-2	1.8	-0.3	-1.9	0.7	3.4	0	3
> Nc1ccc(C(=O)OCCCc2nc3cc4ccccc4cc3[nH]2)cc1
 : -4.6	-2	-1.9	2	-1.2	-1.6	0.7	-3.6	-4.9	2	0
> c1n[nH]c(NCc2ccc3c(c2)OCO3)n1
 : 0.8	0	-1.1	-1	1.3	-0.2	0.3	0.4	2.5	-9	-5
> C=CCNc1nc(N2CCCC2)nc2ccccc12
 : 3.1	6	-1.4	2	-2.3	-1.3	-1.3	0.9	-2.4	-50	-20
> Cc1nc2nc(Cc3ccccc3)[nH]n2c(=O)c1Cc1ccccc1
 : -0.1	-1	-0.9	2	-1.9	-0.8	-1.7	0.7	-1.3	3	-4
> CS(=O)(=O)c1ccc(-c2sc3ccccc3c2C(=O)NCCCN2CCOCC2)cc1
 : -0.5	2	-1.2	0	-2.6	0.0	-1.1	-0.5	0.5	-16	-7

# (cont.)
SMILES,GAA850 FXN act,NPR1 activator,ssDAF12 agonist,SMARCA2 act,hcDAF-12 act,DAX1 inh-1,PG9 Ab binder,DAX1 inh-2,hgDAF-12 ag,ADAM10 inh,ADAM17 inh
CC(=O)NC(CC(=O)NCCCn1ccc2ccccc21)c1ccccc1 (stereo not drawn),-0.8,1,-1.0,0,1.5,0.1,-3.3,0.5,3.2,13,2
CCn1c(=O)c(C(=O)NCc2ccccc2OC)c(O)c2ccccc21,1.3,4,-0.9,0,0.3,-0.2,-1.7,-0.2,-0.3,1,-1
O=c1[nH]c(CN2CCOCC2)nc2cc(Cl)ccc12,3.5,1,-0.5,0,-1.0,0.5,0.7,-0.3,0.1,0,-2
CC(C)=C1C(=O)NN(c2ccc(F)c(Cl)c2)C1=O,-1.4,-2,-1.6,4,1.0,0.4,-1.1,-1.4,0.4,0,0
COc1ccc(NC(=O)C(=O)NNC(=O)c2ccc(Cl)cc2Cl)cc1,-2.4,-2,-1.3,-2,-2.3,0.2,0.9,-0.2,-1.2,-4,1
COc1cc(-c2nnc(NC(=O)CCS(=O)(=O)c3ccc(F)cc3)o2)cc(OC)c1OC,2.1,2,-0.7,1,-1.9,-1.1,-2.6,1.9,-0.1,-4,-9
Cn1c(=O)c2c(nc(SCC(=O)c3cccs3)n2Cc2ccc(F)cc2)n(C)c1=O,2.5,11,-0.9,-2,-2.1,-0.1,0.8,-0.9,-2.5,2,-7
CCOc1ccc(NC(=O)CN(C)C(=O)c2ccc(=O)[nH]c2)cc1OCC,-1.5,3,-0.9,-1,-1.5,0.6,-1.4,1.5,2.1,-9,-1
Cc1ccccc1C(=O)OCC(=O)N1CC(=O)Nc2ccccc21,0.4,7,-1.7,2,-0.5,0.0,-1.6,0.9,1.7,-5,-2
CN(C)C(CNC(=O)c1cccc(S(=O)(=O)N2CCN(c3ccccc3)CC2)c1)c1ccccc1 (stereo not drawn),-4.2,-1,-1.9,-4,-0.6,0.0,0.1,-1.0,-1.9,-5,0
C=Cc1cc2c(cc1O)CCC1C2CCC2(C)C(O)CCC12 (stereo not drawn),-1.4,7,-0.6,-3,0.9,-1.8,-1.4,0.9,-2.2,3,2
CCOc1ccc2oc(C(=O)OCC(=O)NC3CCCC3)c(C)c2c1,1.5,-5,-1.7,2,1.1,-1.0,-0.6,-0.5,1.3,-201,-54
CC12CCC(C(=O)Nc3ccccc3Br)(C/C1=N\O)C2(C)C (stereo not drawn),2.7,-2,-1.1,-4,-2.1,-0.8,1.1,0.7,-0.1,13,8
Cc1ccc(Nc2ncnc(N)n2)cc1,4.2,2,-0.9,-3,2.1,0.1,0.5,-0.3,19*,-9,0
O=C(COc1ccc2c3c(c(=O)oc2c1)CCCC3)NCc1cccnc1,-2.1,-39,-1.2,1,-0.6,-0.8,-0.2,0.0,0.0,-42,-14
CC(=O)Nc1ccc(S(=O)(=O)Nc2cc(S(=O)(=O)N3CCCCC3)ccc2O)cc1,0.6,0,-1.5,2,-0.3,-0.3,-3.0,1.3,0.9,-3,0
O=C(Cc1ccc([N+](=O)[O-])cc1)N1N=C2CCCCC2C1(O)C(F)(F)F (stereo not drawn),1.1,3,-1.2,-3,-1.6,-0.4,1.2,nt,-1.8,1,-2
Cc1ccc(NC(=S)NCC(C)CSc2ccc(Cl)cc2)cc1 (stereo not drawn),-1.3,2,-1.1,-1,-0.2,-0.1,-0.8,2.0,1.4,-6,-1
CCCc1c(C(=O)N/N=C/c2ccncc2)nnn1-c1nonc1N,0.5,4,-0.8,-2,-1.0,0.0,-0.6,0.6,0.5,1,-3
C/C=C/C(=O)N1CCc2cc(S(=O)(=O)N(C)Cc3ccco3)ccc21,nt,-5,-1.4,-4,1.1,-1.4,nt,nt,1.8,8,-1
COc1cc(NC(=O)C2CCN(c3cnccn3)CC2)cc(OC)c1OC,0.0,-5,-1.2,0,-2.2,0.1,-1.7,-0.1,-1.0,-24,-10
CC1CCN(C(=O)c2cc(S(=O)(=O)N3CCCCC3)c[nH]2)CC1,1.7,1,-0.5,-4,0.6,-0.2,3.2,1.6,-3.0,-10,-3
Cc1nnc(SCC(=O)Nc2ccc(F)cc2F)n(N)c1=O,-1.6,0,-1.1,0,1.4,-0.1,0.4,0.2,-1.3,6,-2
COc1ccccc1N1CCN(C(c2cccs2)C(C)NS(=O)(=O)c2ccccc2)CC1 (stereo not drawn),-1.8,-2,-0.5,-2,-1.4,-3.0,-0.1,1.5,-2.9,17,6
CC1=NOC(=O)/C1=C/c1ccc(O)c(Br)c1,1.3,5,-1.4,0,-2.1,0.6,-0.9,-0.4,-0.8,5,2
O=C(COC(=O)Cc1ccsc1)Nc1cccc(F)c1,0.1,2,-1.4,1,-0.7,0.3,-0.9,-0.7,1.1,0,0
O=S(=O)(NCC1CCN(c2ccc(S(=O)(=O)N3CCOCC3)cc2)CC1)c1ccc(F)cc1,-2.8,0,-1.4,-4,-2.1,-0.8,-1.2,-2.0,-2.0,11,3
COCCC(=O)NC12CC3CC(CC(C3)C1)C2,2.0,0,-1.4,0,0.3,-0.2,-0.1,-0.4,1.8,3,-3
CC(C)NS(=O)(=O)c1ccc(NC(=O)C(C)OC(=O)C2CCC2)cc1 (stereo not drawn),-1.9,2,-1.3,-2,-1.2,2.5,0.2,-0.6,-2.2,6,5
CC(=O)N1c2c(cc(Br)cc2S(=O)(=O)N2CCN(c3ccccc3F)CC2)CC1C (stereo not drawn),1.2,-2,-1.4,-3,-1.9,-0.4,-1.2,-0.6,-1.5,3,5
CC[C@H](C)[C@@H](CO)NC(=O)[C@H]1O[C@@H](n2ccc(=O)[nH]c2=O)[C@H](O)[C@@H]1O,nt,2,-0.6,-2,2.3,-0.2,-2.7,nt,0.9,-7,-3
Cc1cc(C)n2c(SCc3ccc(Br)cc3)nnc2n1,2.7,4,-1.3,2,-2.2,-0.4,-1.4,nt,-1.5,3,1
CCc1ccc(CN(C(=O)COc2c(C)cccc2C)C2CCS(=O)(=O)C2)cc1 (stereo not drawn),0.9,-13,-1.0,-1,-2.6,-1.4,0.2,0.5,1.5,-3,2
O=C(COC(=O)C1CCN(c2ccc(C(F)(F)F)cn2)CC1)c1cccc(Br)c1,1.4,-1,-1.3,2,-0.3,-0.7,-1.0,0.3,-1.1,-2,-3
CCCCCN(C(=O)CCC(=O)OCC(=O)N(C)C1CCCCC1)c1c(N)n(CCCC)c(=O)[nH]c1=O,0.3,4,-1.2,-1,-1.2,1.1,2.2,-1.3,14*,-12,-5

# High-throughput results as filed in PubChem BioAssay.
